High-throughput results (PubChem BioAssay)
Nrf2 inh – blocks Nrf2 signaling; A549 ARE-Fluc reporter, luciferase luminescence, 18-24 h; Potency, µM (top dose mostly 46 µM), for inactives: at the top dose activity change, negative = inhibition, hits mostly inhibitors; 360,000 compounds, 2.1% hits; also: potency is read from the fitted curve at half-maximal effect; % is scaled to controls: 0 for no effect and ±100 for the full control effect; nearly all actives have a fitted effect of over 60% in size
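Quantitative HTS in A549 cells stably bearing an antioxidant response element-firefly luciferase construct. Inhibition of Nrf2-driven transcription was scored by luminescence after 18-24 h of compound exposure at 37 °C.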
ATXN viability – viability counter-screen for ATXN expression inhibitors | 400,000 compounds, 0.49% hits | S2 cells (HEK-293 line with an ATXN2-luciferase reporter) viability, CellTiter-Fluor protease fluorescence, 24 h | Potency, µM (doses to about 56.7 µM), actives largely listed as cytotoxic; also: potency is read from the fitted curve at half-maximal effect; nearly all actives have a fitted effect of over 40% in size
IL2 activator – activators of IL-2 | activation, % (series mostly up to about 46 µM) | 360,000 compounds, 0.065% hits | IL-2 activation reporter assay, cell-based qHTS; stimulated with anti-CD3/CD4/CD28 beads; in transgenic mouse T cells | AID 652025; in the data active = activation above about 50%; inconclusive = mostly about 30% to 49%; also: 0% is about no effect
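Readout: EGFP and DsRed signals by fluorescent plate cytometry. Unstimulated transgenic mouse T cells received compound 60 min before antibody-bead stimulation, then incubated 18 h at 37 degrees C.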
A549 viability – kills or reduces viability of A549 cells in Nrf2 counter-screen. A549 ARE-Fluc cells, CellTiter-Fluor viability, 18-24 h. Potency, µM (series often up to 46 µM), inactives show at the top dose activity change, negative = cytotoxicity, most hits filed as inhibitors. 390,000 compounds, 0.16% hits; also: potency is read from the fitted curve at half-maximal effect; % is scaled to controls: 0 for no effect and ±100 for the full control effect
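A549 ARE-Fluc cells in 5% FBS OPTI-MEM, 5000 cells/well, rested 2 h then exposed to compounds in concentration-response for 18-24 h at 37 °C. Viability by CellTiter-Fluor fluorescence (Ex 405/Em 525) after 30 min; luciferase luminescence (BugLite, 15 min, RT) read afterwards.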
HepG2 tox – counter-screen for TGF-b inhibitors: cytotoxicity in HepG2 cells; HepG2 CAGA-GFP viability, ATP luminescence, 18 h; Potency, µM (titrated, usually from 46.1 µM), inactives show at the top dose activity change, negative = cytotoxicity, usual class: cytotoxic; 410,000 compounds, 0.76% hits; AID 588856; also: potency is read from the fitted curve at half-maximal effect; some results filed as inactive show a strong effect at the top dose
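HepG2 CAGA-GFP cells (1000/well, DMEM with 1% FBS) received compound, then TGF-beta at 500 pg/mL final, and were incubated 18 hours at 37 degrees C. Viability was read by CellTiter-Glo luminescence. Media-only wells were set as complete cell-killing and DMSO as no toxicity.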
ATXN2 expr inh – inhibitors of ATXN2 expression; 360,000 compounds, 0.72% hits; AID 1745845; HEK-293 ATXN2-luciferase reporter, luminescence, 24 h; Potency, µM (series often up to 57 µM), for the others: at the top dose activity change, negative = inhibition, hits mostly inhibitors; also: potency is read from the fitted curve at half-maximal effect; % is scaled to controls: 0 for no effect and ±100 for the full control effect; nearly all actives have a fitted effect of over 55% in size
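ATXN2-luciferase reporter cells (luciferase flanked by upstream and downstream ATXN2 gene portions) were treated 24 h at 37 °C with compounds at up to 57 uM. SteadyGlo luminescence gave expression; GF-AFC fluorescence gave viability.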
TGFb inhibitor – blocks TGF-b signaling. AID 588855. Potency, µM (series often up to 46.1 µM), for the others: top-dose activity, negative = inhibition, most hits filed as inhibitors. HepG2 CAGA-GFP TGF-b/SMAD3 reporter, GFP fluorescence, 18 h; TGF-beta stimulated, 500 pg/mL final. 410,000 compounds, 1.2% hits; also: potency is read from the fitted curve at half-maximal effect; % is scaled to controls: 0 for no effect and ±100 for the full control effect; nearly all actives have a fitted effect of over 65% in size
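Per well, imaged GFP fluorescence of HEPG2 CAGA-GFP cells gives the signal; cells get compound, then TGF-beta (500 pg/mL final), 18 h at 37 degrees C; %Activity versus -TGF-beta and +DMSO controls.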
EPAC2 agonist – activates human EPAC2 exchange factor | Q8WZA2 | EPAC2 activation, biochemical qHTS; response scale: 100% = 6.5 mM cAMP response | Potency, µM (top dose mostly 154 µM), without a hit: at the top dose activation, hits mostly activators | 360,000 compounds, 0.079% hits; also: potency is read from the fitted curve at half-maximal effect; nearly all actives have a fitted effect of over 50% in size
Target sequence (Q8WZA2 whole entry, looked up): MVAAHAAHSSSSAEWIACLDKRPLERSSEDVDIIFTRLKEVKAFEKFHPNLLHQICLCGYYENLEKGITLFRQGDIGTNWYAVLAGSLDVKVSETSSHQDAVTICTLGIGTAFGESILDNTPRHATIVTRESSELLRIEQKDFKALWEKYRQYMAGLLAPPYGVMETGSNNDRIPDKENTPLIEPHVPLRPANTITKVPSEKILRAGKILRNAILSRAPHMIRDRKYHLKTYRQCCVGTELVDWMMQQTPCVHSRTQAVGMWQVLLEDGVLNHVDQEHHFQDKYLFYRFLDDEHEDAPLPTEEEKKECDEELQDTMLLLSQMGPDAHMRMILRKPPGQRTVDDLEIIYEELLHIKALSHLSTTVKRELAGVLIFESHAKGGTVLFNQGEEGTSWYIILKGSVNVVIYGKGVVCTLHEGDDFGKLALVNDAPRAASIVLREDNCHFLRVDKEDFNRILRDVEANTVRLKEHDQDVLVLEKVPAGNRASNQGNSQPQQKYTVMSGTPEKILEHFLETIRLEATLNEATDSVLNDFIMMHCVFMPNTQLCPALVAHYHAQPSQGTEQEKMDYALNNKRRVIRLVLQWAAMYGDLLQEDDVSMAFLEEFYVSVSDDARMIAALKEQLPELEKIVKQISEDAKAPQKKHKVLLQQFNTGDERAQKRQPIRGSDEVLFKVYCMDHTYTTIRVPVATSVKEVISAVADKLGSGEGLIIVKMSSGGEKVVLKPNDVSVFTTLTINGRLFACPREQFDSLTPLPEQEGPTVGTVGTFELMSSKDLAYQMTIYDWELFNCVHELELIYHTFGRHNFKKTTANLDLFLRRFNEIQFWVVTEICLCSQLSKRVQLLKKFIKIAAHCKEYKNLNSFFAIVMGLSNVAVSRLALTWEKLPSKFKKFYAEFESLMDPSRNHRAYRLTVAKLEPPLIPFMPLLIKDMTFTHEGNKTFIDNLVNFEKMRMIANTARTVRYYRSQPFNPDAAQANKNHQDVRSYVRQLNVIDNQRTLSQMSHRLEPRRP
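Fluorescence exchange assay: 100 nM EPAC2 with 250 nM RAP1B-BODIPY-GDP and 50 uM GDP; compounds tested as a concentration-titration series (qHTS). Loss of Rap1-bound BODIPY-GDP fluorescence read at 480/540 nm; data normalized to 6.5 mM cAMP.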
Nrf2 ARE act – activates Nrf2 signaling | AREc32 ARE-luciferase reporter (MCF7-derived line), luminescence, 24 h | Potency, µM (highest dose often 46.1 µM), inactives show top-dose activation, most hits filed as activators | 410,000 compounds, 0.31% hits | AID 624171; also: potency is read from the fitted curve at half-maximal effect; % of control where 0% means no effect; nearly all actives have a fitted effect of over 65% in size
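Luciferase luminescence (Steady-Glo, 30 min at room temperature) served as the read-out of ARE activation in AREc32 cells treated with compounds for 24 hr at 37 deg C.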
Numbers without * were called inactive; i = inactive; ? = inconclusive; . = no result given; & = joins results of further samples; [ ] = dose if it differs, or a comment. Unless noted, calls follow the shape of the dose curve; as a rule, active = well fitted curve in the direction sought with a large enough effect; inconclusive = small, poorly fitted or top-dose-only effect, or another doubt; inactive = no such curve, though single readings can be large; an effect the other way counts as inactive or inconclusive. Compounds as they come; 4.3% or so of the library scored in one or more.

#	SMILES	TGFb inhibitor	Nrf2 ARE act	Nrf2 inh	HepG2 tox	IL2 activator	A549 viability	ATXN viability	ATXN2 expr inh	EPAC2 agonist
1	Cc1ccc(OCCn2cnc3ccccc3c2=O)c([N+](=O)[O-])c1	-1%	0.1%	?	-2%	-1.2	-7%	.	36%[activator]	12%
2	O=C(NN=Cc1ccc(O)cc1O)c1ccccc1NS(=O)(=O)c1cccs1	-2%	-0.2%	1%	-18%	-0.4	-7%	i	?	-2%
3	COc1ccc(-c2cc3ccccc3n2CC(O)CN2CCCCC2)cc1 (stereo not given)	-5%	4.2%	7%	-40%	-2.8	4%	i	-14%	16%
4	COc1ccc(NC(=O)N2CCCC(c3nc(-c4ccc(C(C)C)cc4)no3)C2)cc1 (stereo not given)	1%	0.6%	.	-8%	-2.3	?	i	-22%	0%
5	CCC(=O)NC(=S)Nc1cccc(-c2nc3ncccc3o2)c1	-18%	-0.2%	?	9%	-1.2	2%	i	4%	-1%
6	Cc1ccc(OCC(=O)NCCN2CCOCC2)cc1C	-9%	-2.4%	2%	1%	-0.3	-1%	i	3%	-3%
7	Cc1ccc(CNC(=O)CSCc2ccc(F)cc2)cc1	-2%&-12%	0.5%&-0.4%	2%	0%&-6%	-1.1	-3%&-2%	i	.	4%
8	Cc1ccc(S(=O)(=O)N2CCN(C(=O)CN3CCCSc4ccccc43)CC2)cc1	?	-0.5%	-8%	-15%	1.2	0%	i	-9%	14%
9	CCOc1ccccc1NC(=O)C1CCCCN1S(=O)(=O)c1ccc(F)cc1 (stereo not given)	-53%	-0.8%	-24%	-2%	-2.8	-12%[1.84 µM]	i	-3%	14%
10	OC(COC1CCCCC1)CN1CCN(c2ccccc2)CC1 (stereo not given)	-8%	-1.1%	20%	-3%	-1.3	4%	?	-4%	-7%
11	CN(c1cccc(NC(=O)CN(c2ccc(Cl)c(Cl)c2)S(=O)(=O)c2ccccc2)c1)S(C)(=O)=O	0%	-0.3%[9.22 µM]	?	-40%	-0.3	-7%	i	?	9%
12	Cc1cccc(-c2nc(C#N)c(N3CCC(C)CC3)o2)c1	14%	-0.1%	7%	11%	0.6	-5%	i	?	4%
13	COc1ccc(NC(=O)CSc2nc(O)c(Cc3ccccc3)c(=O)[nH]2)cc1	-5%	0.1%	-3%	-10%	-0.3	-4%	?	1%	-3%
14	COC(=O)C[C@H]1c2cc(F)ccc2S(=O)(=O)N1Cc1ccccc1	-2%&-12%	-0.5%	8%	12%&-32%	-2.6	-1%	i	2%	2%
15	CC(C)NC(=O)c1cc(-c2cccs2)on1	11%	6.7%	?	4%	-0.8	0%	i	6%	-5%

Entries 1 through 3 of the list above:
#	SMILES	TGFb inhibitor	Nrf2 ARE act	Nrf2 inh	HepG2 tox	IL2 activator	A549 viability	ATXN viability	ATXN2 expr inh	EPAC2 agonist
1	Cc1ccc(OCCn2cnc3ccccc3c2=O)c([N+](=O)[O-])c1	-1%	0.1%	?	-2%	-1.2	-7%	.	36%[activator]	12%
2	O=C(NN=Cc1ccc(O)cc1O)c1ccccc1NS(=O)(=O)c1cccs1	-2%	-0.2%	1%	-18%	-0.4	-7%	i	?	-2%
3	COc1ccc(-c2cc3ccccc3n2CC(O)CN2CCCCC2)cc1 (stereo not given)	-5%	4.2%	7%	-40%	-2.8	4%	i	-14%	16%

The results go on.
#	SMILES	TGFb inhibitor	Nrf2 ARE act	Nrf2 inh	HepG2 tox	IL2 activator	A549 viability	ATXN viability	ATXN2 expr inh	EPAC2 agonist
16	CCOc1ccc2[nH]c(=O)c(CN(CCO)C(c3nnnn3C3CCCCC3)C(C)C)cc2c1 (stereo not given)	0%	0.3%	-13%	-1%	-0.5	-2%	i	1%	4%
17	CCOC(=O)c1[nH]c(C)c(C(=O)NC(C)(C)C)c1C	-23%	0.4%	-3%	5%	0.1	-3%	i	-5%	6.3µM*
18	CN(C)c1cc2c(cc1NC(=O)c1ccccc1Cl)n(C)c(=O)n2C	?	1.9%	-13%	18%	0.4	-3%	?	-2%	-1%
19	CSc1ccc(CN2CCC(C)(Oc3ccc(F)cc3)C2)cc1 (stereo not given)	8%	1.1%	.	-40%	0.7	.	i	-10%	5%
20	O=C(Nc1ccc(Cl)cn1)c1cccc(S(=O)(=O)N2CCCC2)c1	2%	2.5%	?	-13%	-2.6	2%	i	-11%	8%
21	Cc1c(C)c2ccc(OC(C)C(=O)NCCCn3ccnc3)c(C)c2oc1=O (stereo not given)	6%	0.2%	?	3%	-0.8	-2%	i	2%	-3%
22	N#Cc1cccc(CSc2ncnc(N)n2)c1	3%	3.2%	-12%	-12%	0.0	2%	i	10%	6%
23	O=C(c1c[nH]c2ccccc12)C(O)C(c1ccccc1)N1CCOCC1 (stereo not given)	9%	0.4%	.	-36%	0.0	6%	i	-1%	0%
24	O=C(Nc1cccc(OC(F)(F)F)c1)C1Cc2c(-c3ccc4c(c3)OCO4)ccnc2O1 (stereo not given)	?	0.8%	.	-61%	-0.2	.	.	?	0%
25	CC(NC(=O)c1cccnc1)C(c1cccs1)N1CCN(C)CC1 (stereo not given)	4%	0.0%	9%	-6%	-1.3	-3%	?	1%	7%
26	CC(C)(C)C(=O)N1CCc2cc(-c3csc(N)n3)ccc21	7%	-1.2%	?	-30%	-0.1	0%	i	?	15%
27	CC1=C(C(=O)Nc2ccccc2)C(c2ccco2)C(C#N)=C(SCC(N)=O)N1 (stereo not given)	-12%	8.4%	7%	1%	0.2	-2%	i	3%	1%
28	Cc1nc2c(C)cccn2c1/C(O)=C1\C(=O)C(=O)N(CCN2CCOCC2)C1c1ccncc1 (stereo not given)	14%	2.8%	-2%	-3%	1.0	-19%	i	-4%	15%
29	CCOC(=O)N1CCc2c(sc(NC(=O)c3ccc(S(=O)(=O)N4CCCC4)cc3)c2C#N)C1	2%	0.9%	7.3µM*	5%	-1.3	-28%	?	-14%	5%
30	Cc1ccc2nc3c(cc(C(=O)NCc4ccco4)c(=N)n3Cc3ccco3)c(=O)n2c1	1%	0.0%	21%	-22%	0.1	-7%	i	-30%	-8%
31	CC(C)CCn1c(=O)c2ccccc2n2c(=S)[nH]nc12	14%	-0.9%	4%	-7%	-0.4	0%	.	-33%	-3%
32	COc1ccc(CCNC(=O)CSc2ccsc2[N+](=O)[O-])c(OC)c1	4%	18%	-7%	-7%	1.1	-4%	i	0%	1%
33	N#Cc1ccc2ccn(CC(=O)NCc3ccccc3)c2c1	11%	0.2%	-16%	-15%	0.7	-8%	i	-7%	8%
34	Cc1cc(C)c2cc(C#N)c(SCC(=O)NCC3CCCO3)nc2c1 (stereo not given)	4%	-1.1%	-22%	-3%	-2.3	-5%	i	-13%	-4%
35	CCn1c(SCC(=O)Nc2ccc(C(C)=O)cc2)nc2nc3c(cc2c1=O)CCCC3	3%	2.8%	?	-19%	-2.7	?	28µM*	?	8%
36	NC(=O)CSc1nnc(Cc2csc(Nc3ccc(F)cc3)n2)n1Cc1ccccc1	1%	0.1%	10%	-17%	-0.3	1%	i	-7%	4%
37	COCc1ccc(C(=O)N2CCCC(N3CCN(c4ccccc4C)CC3)C2)s1 (stereo not given)	-4%	0.4%	-24%	-15%	-1.1	1%	i	-23%	-3%
38	Cc1occc1C(=O)NCc1ccccc1F	-14%	-0.5%	?	0%	-0.6	8%	i	11%	4%
39	O=C1C=C(NCCOC23CC4CC(CC(C4)C2)C3)C2(CCCCC2)O1	-2%	-0.1%	-4%	1%	3.3	-1%	i	1%[11.3 µM]	-3%
40	CCS(=O)(=O)Nc1cc(C(=O)OC)ccc1C(=O)OC	-16%	-0.1%	.	-7%	-1.5	1%	i	3%	2%
41	COc1ccc(CN(C)C(=O)Cc2ccc(OC)c(S(=O)(=O)N3CCOCC3)c2)cc1	0%	0.3%	?	-1%	-3.6	-13%	i	2%	-2%
42	O=C(CC1CCCCC1)NCc1ccccn1	1%	-1.0%	15%	4%	-0.3	1%	i	7%	1%
43	O=C(NCC1CCCO1)c1ccc(COc2ccc(Br)cc2)cc1 (stereo not given)	-13%	1.7%	16µM*	-15%	-0.1	-3%	i	3%	19%
44	Cc1ccc2nc(-c3ccc(NC(=O)c4cccnc4)cc3)oc2c1	-16%	-0.4%	?	-14%	0.2	1%	.	.	-4%
45	c1cncc(C2OCC3(CO2)COC(c2cccnc2)OC3)c1 (stereo not given)	-8%	0.0%	10%	4%	-0.3	4%	i	-33%	7%
46	COC(=O)c1sc(N2C(=O)c3oc4ccccc4c(=O)c3C2c2ccc(O)cc2)nc1C (stereo not given)	-7%	-0.6%	4%	0%	.	4%	i	5%	.
47	Nc1ncnc2c1ncn2[C@@H]1O[C@H](CNC(=O)[C@@H]2CCN2)[C@@H](O)[C@H]1O	14%	0.2%	14%	0%	0.2	3%	i	2%	10%
48	O=C(Nc1ccc(Cl)cc1)Nc1cc([N+](=O)[O-])ccc1F	-11%	0.7%	7%	-4%	0.8	-1%	?	-2%	8%
49	CCOC(=O)C(C)Sc1nc(=O)n2cc(C)ccc2n1 (stereo not given)	2%	1.7%	11%	3%	1.8	0%	i	18%[11.3 µM]	7%
50	CN(CC(=O)Nc1ccc(F)cc1)C(=O)COC(=O)c1cc([N+](=O)[O-])ccc1N1CCOCC1	8%	3.2%	-20%	-3%	-2.2	-19%	?	-14%	-3%
51	O=C(O)c1sc2cc(C(F)(F)F)cnc2c1-c1cccs1	18%	-0.4%	-14%	-7%	0.7	1%	i	-9%	9%
52	COc1cc(C)c(NC(=O)COc2ccc3c(c2)OCO3)cc1C	-7%	-0.6%	25%	-12%	-0.2	1%	i	5%	-2%
53	Cc1ccc(-c2cnc(NCc3ccc(C(C)C)cc3)n2C)cc1	?	-2.0%	-28%	-78%	.	0%	.	.	.
